# HTR1A agonist: activates the human 5-HT1a serotonin receptor | P08908 | CHO 5-HT1a Ga15 NFAT-bla reporter, FRET ratio; 0% basal, 100% maximal reference agonist | activation, % at 10 µM | AID 567 | 65,000 compounds, 0.56% hits;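 active = activation above the screen-wide mean activation plus 3 SD, cut at about 19% in these data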;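 note: 0% = DMSO wells and 100% = 5-CT at EC100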
# Target sequence (P08908 whole entry, looked up): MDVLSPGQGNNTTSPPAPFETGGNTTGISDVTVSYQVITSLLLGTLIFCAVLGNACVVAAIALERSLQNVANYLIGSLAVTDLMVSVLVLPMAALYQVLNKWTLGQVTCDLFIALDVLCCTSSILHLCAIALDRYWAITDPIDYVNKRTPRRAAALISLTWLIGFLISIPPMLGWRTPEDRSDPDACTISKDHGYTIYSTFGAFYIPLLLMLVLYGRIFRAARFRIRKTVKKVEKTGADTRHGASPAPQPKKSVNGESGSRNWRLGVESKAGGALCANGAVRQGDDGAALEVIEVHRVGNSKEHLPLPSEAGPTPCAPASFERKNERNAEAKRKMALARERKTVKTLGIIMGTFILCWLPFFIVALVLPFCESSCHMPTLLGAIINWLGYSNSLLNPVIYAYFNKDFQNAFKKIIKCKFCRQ
# C1s inh: human complement C1s inhibition | P09871 | purified C1s, fluorogenic AMC substrate, pooled mixtures | mean inhibition % of two 10-compound mixtures (hits give high values), % at 5 µM (by protocol) | 62,000 compounds, 0.16% hits;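 active = inhibition above 20% in each of the two 10-compound mixture wells holding the compound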;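 note: 0% = enzyme wells lacking compound mixture and 100% = no-enzyme blank wells; some compounds called inactive have numbers as strong as hits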
# Hsp90 block: displaces geldanamycin probe from tumor Hsp90; P07900; inhibition, % at 30 µM; NCI-N417 lysate Hsp90, Cy3B-geldanamycin FP displacement; 64,000 compounds, 0.35% hits; AID 429;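 active = inhibition above 50%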;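 note: 0% = tracer plus lysate wells and 100% = tracer alone without lysate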
# MKP-1 inh: blocks human MKP-1 phosphatase activity; 65,000 compounds, 0.15% hits; recombinant MKP-1, OMFP hydrolysis fluorescence; inhibition, %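 (compounds tested at a single concentration somewhere between 10 and 100 µM)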; P28562; AID 374;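 active = inhibition above about 50%, limit read from the data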;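 note: 0% = DMSO max control wells and 100% = wells with enzyme stopped by NaOH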
# Cdc25B inh: human M-phase inducer phosphatase 2 inhibition; P30305; recombinant Cdc25B, OMFP fluorescence Ex485/Em525; inhibition, %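 (compounds tested at 10 µM final in the well)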; 65,000 compounds, 0.1% hits; in the data active = inhibition above about 50%
# CatG inh: cathepsin G (human) inhibition. P08311. purified enzyme, AMC-tetrapeptide fluorescence, pooled mixtures. inhibition, % at 5 µM (by protocol). 62,000 compounds, 0.2% hits. AID 581;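 active = inhibition above 20% in each of the two mixture wells holding the compound; inactive = inhibition of 20% or less in either well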;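 note: 0% = enzyme control without mixture and 100% = blank lacking enzyme; strong numbers were not always called active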
# CatL inh: inhibitors of human cathepsin L | P07711 | purified cathepsin L, fluorogenic substrate, fluorescence | inhibition, %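 (tested at 10 µM)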 | 58,000 compounds, 0.17% hits; in the data active = inhibition above about 45%;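 note: 0% = enzyme with no compound and 100% = no enzyme blank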
# FXIIa mix inh: inhibitors of human coagulation factor XIIa, pooled mixtures; 62,000 compounds, 0.2% hits; inhibition, % at 5 µM; purified FXIIa, fluorogenic substrate; P00748;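 note: 0% = enzyme without compound and 100% = no enzyme blank; some results filed as inactive read as strong as hits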
# Target sequence (P00748 20-372 limits assumed): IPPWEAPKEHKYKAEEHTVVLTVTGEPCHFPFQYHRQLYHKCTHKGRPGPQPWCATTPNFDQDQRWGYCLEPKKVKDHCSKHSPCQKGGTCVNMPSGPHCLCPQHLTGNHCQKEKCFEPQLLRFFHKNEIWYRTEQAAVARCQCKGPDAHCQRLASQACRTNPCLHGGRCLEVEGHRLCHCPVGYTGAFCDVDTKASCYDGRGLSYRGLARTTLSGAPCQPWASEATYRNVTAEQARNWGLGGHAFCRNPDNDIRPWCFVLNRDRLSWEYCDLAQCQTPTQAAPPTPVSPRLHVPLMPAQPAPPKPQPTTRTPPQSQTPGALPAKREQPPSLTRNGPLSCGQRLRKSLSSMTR
# Target sequence (P00748 373-615 limits assumed): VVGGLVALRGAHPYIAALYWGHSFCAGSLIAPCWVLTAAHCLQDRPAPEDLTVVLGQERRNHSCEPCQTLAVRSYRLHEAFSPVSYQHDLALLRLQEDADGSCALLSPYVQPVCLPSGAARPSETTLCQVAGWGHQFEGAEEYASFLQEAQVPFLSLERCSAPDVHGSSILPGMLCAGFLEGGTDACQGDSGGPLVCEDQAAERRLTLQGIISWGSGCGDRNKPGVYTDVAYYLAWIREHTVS
# FXIa inh mix: blocks human factor XIa in pooled compound mixtures | 62,000 compounds, 0.19% hits | P03951 | inhibition, % at 5 µM | purified FXIa, fluorogenic substrate;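 note: each value is inhibition by a whole ten-compound pool holding the compound; 0% = enzyme with no mixture and 100% = wells lacking enzyme; strong numbers were not always called active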
# An asterisk follows results filed as active; · = no result given; & = joins results of further samples. Cut-off read from the data, not from the text of the source, unless noted: active = inhibition above about 20% (passing the limit was not always enough); inactive = the rest.
# Results follow in this order: C1s inh	Hsp90 block	Cdc25B inh	CatG inh	HTR1A agonist	FXIa inh mix	MKP-1 inh	FXIIa mix inh	CatL inh
- CCOc1ccc(C2Oc3nc(SC)nnc3-c3ccccc3N2C(C)=O)cc1OC (configuration not stated)
 : -3	3	0	-1	1.0	8	0	-17	·
- CCCC(C)C1C(C#N)=C(N)Oc2cc(C)oc(=O)c21 (configuration not stated)
 : 1	-11	-5	9	-0.4	11	-1	8	-2
- CCOC(=O)N1CCN(Cc2nc3c(c(=O)n(C)c(=O)n3C)n2Cc2cc(C)ccc2C)CC1
 : -1	-5	0	-2	-3.3	3	-8	3	-17
- C=CCNC(=O)C1CCN(S(=O)(=O)c2ccccc2)CC1
 : -15	3	10	-2	-1.2	8	-2	4	-9
- Nc1ccc2c(C(F)(F)F)cc(=O)oc2c1
 : -84	-2	-1	-1	6.2	-12	-6	8	-78
- CC1CCCCC1NC(=O)C1CCN(S(=O)(=O)N2CCOCC2)CC1 (configuration not stated)
 : 16	-2	1	10	-1.3	3	-1	-10	-9
- Cc1cc(NC(=O)COC(=O)C2CCN(S(=O)(=O)c3ccc(Cl)cc3)CC2)no1
 : -18	·	-15	-1	1.4	6	9	-8	-4
- C=CCN(CC=C)S(=O)(=O)c1ncn[nH]1
 : 3	-2	-11	1	-4.5	-1	4	8	1
- CCOC(=O)CCCn1c(C)nc(=O)c(-c2ccccc2)c1C
 : -22	-1	1	-7	-1.6	3	0	0	25
- Brc1c(NC2=NCCN2)ccc2nccnc12
 : -7	-5&-1	-16	6	-0.7	7	-7	-6	-6
- CCCCSc1nsc(NC(C)=O)n1
 : 1	-2	-4	5	0.3	14	-3	3	3
- CSCC[C@H](NC(=O)C1CCN(S(=O)(=O)c2ccc(C)cc2)CC1)C(=O)NCc1ccco1
 : -26	-4	2	-5	-3.6	-3	-1	12	16
- CCCS(=O)(=O)NCCc1cc2ccc(C)cc2[nH]c1=O
 : ·	-2	-2	·	-1.4	·	18	·	·
- Cc1ccc(C)c(-n2c(Cc3cc(=O)[nH]c(=O)[nH]3)nnc2SCC(=O)NCC2CCCO2)c1 (configuration not stated)
 : 19	-4	2	14	-2.2	2	9	0	15
- O=C(O)CCC(=O)Nc1nnc(C(F)(F)F)s1
 : -8	4	2	-7	-2.1	-2	0	3	4
- Cc1sc2ncnc(OCC(=O)NCc3cccs3)c2c1C
 : 13	-3	-5	9	-2.3	6	16	5	26
- Cc1ccccc1NC(=O)CSc1[nH]c(=O)cc(C)c1C#N
 : -18	0	-3	12	-1.9	4	4	6	·
- CCOC(=O)N1CCN(C(=O)c2cc(C)c3c(C)nn(-c4ccccc4)c3n2)CC1
 : -1	-2	-4	1	-1.0	0	21	3	10
- O=C1CC(N2CCOCC2)C(=O)N1Cc1ccc(N2CCCC2=O)cc1 (configuration not stated)
 : 4	-3	4	4	-3.4	6	-14	2	4
- COc1ccc(Br)cc1CNC(=O)C1CCCN(S(C)(=O)=O)C1 (configuration not stated)
 : 3	-5	-3	11	-4.4	4	-16	-15	4
- Cc1c(C(=O)N2CC(C)OC(C)C2)sc2nc(-c3ccc(F)cc3)cn12 (configuration not stated)
 : -13	-2	-18	1	0.0	-6	23	-16	5
- Cc1cc(N2CCN(C(=O)c3ccco3)CC2)n2nc(-c3cccc(Cl)c3)cc2n1
 : -8	·	-29	6	1.9	-4	17	15	·
- CCOC(=O)c1cnn(CCOC(=O)C(C)(C)C)c1NC(=O)C(C)(C)C
 : 4	-4	-11	-1	-0.3	4	4	-2	2
- Cc1ccc2nc(SCC(=O)NC(=O)NCc3ccco3)[nH]c2c1
 : -4	10	2	-9	-1.9	-2	-3	3	27
- COc1cc(NC(=O)c2ccc(COc3ccccc3Br)o2)cc(OC)c1OC
 : -2	-5	-16	-1	-0.5	8	19	-5	20
- COC(=O)c1cc(Br)c(=O)n(CCN2CCOCC2)c1
 : -18	-10	-1	6	2.6	-5	-4	-25	-4
- O=C(CCS(=O)(=O)c1ccc(Br)s1)NCc1ccc2c(c1)OCO2
 : -16	1	-5	8	-3.1	1	19	8	0
- Cc1cc(C)n(C(=O)CCN2C(=O)c3ccccc3C2=O)n1
 : -22	-3	-5	-2	-1.3	0	0	15	·
- Cc1nc(-c2ccc(C(=O)N3CCOCC3)cc2)cs1
 : 6	-2	4	10	0.5	-3	19	7	·
- Fc1ccc2nc(-c3ccccc3)nc(SCc3nnc(-c4ccccc4)o3)c2c1
 : 0	-3	0	-1	1.8	7	5	-20	-8
- CCn1cc(C(=O)N2CCCc3ccccc32)c2cc(OC)c(OC)cc2c1=O
 : 3	·	-12	2	0.6	7	7	-11	·
- CCOC(=O)c1ccc2nc(NC(=O)c3ccco3)sc2c1
 : ·	1	-3	·	2.1	·	8	·	·
- Cc1ccc(-c2nn3c(C)nnc3s2)cc1NC(=O)CSc1ccc(Cl)cc1
 : -47	-9	-7	2	-3.9	-1	22	3	-6
- CCOC(=O)Cc1csc(NC(=O)CSc2nc(C)cc(=O)[nH]2)n1
 : -3	3	0	1	-1.2	26	-17	3	-1
- CCOc1ccccc1NC(=O)Cc1ccccc1OC
 : 16	-6	-4	12	0.7	2	15	-2	·
- O=C(Cn1ncc2c(=O)oc3ccccc3c21)NC1CC1
 : 10	2	-4	15	-2.2	4	7	6	-2
- CC1CCCC(C)N1C(=O)CSc1nnc(-c2cccs2)o1 (configuration not stated)
 : -23	-3	-4	-11	-0.1	5	-3	-1	7
- Cc1ccc(S(=O)(=O)N2CC3(C)CN(S(=O)(=O)c4ccc(C)cc4)CC(C)(C2)C3O)cc1 (configuration not stated)
 : -4	-2	3	19	3.2	-4	-7	2	10
- O=c1cc(O)c2c(=O)n3c4c(cccc4c2o1)CCC3
 : 6	-1	3	4	-1.6	6	-14	4	12
- CCOc1ccc(C(=O)Nc2nnn(CC)n2)cc1
 : -3	-1	-6	3	-0.8	9	-11	-26	7
- Cc1noc(/C=C/N(C)C)c1S(=O)(=O)N(C)CC(=O)NC1CCCCC1
 : 12	8	7	11	-0.4	3	10	5	12
- CCOC(=O)COc1nc(Nc2ccccc2C)nc(N(C)C)n1
 : 2	-2	-1	0	0.0	5	20	10	-3
- COc1ccc(NS(=O)(=O)c2ccc(NS(=O)(=O)c3ccc(C)cc3)cc2)nn1
 : -11	-7	-9	-2	2.0	3	5	-15	·
- O=C(c1ccc(CN2CCc3ccccc3C2)cc1)N1CCCCC1
 : -23	-1	-6	1	0.2	4	1	-6	3
- O=C(NCc1cccs1)c1cc2ccccc2o1
 : 0	-1	0	0	-2.3	8	-5	2	9
- COc1ccc(C(=O)Nc2cc3c(cc2C#N)OCO3)cc1S(=O)(=O)NCc1ccco1
 : -38	1	-10	-3	-2.1	0	-3	2	2
- CCOC(=O)c1ccc(-c2nnc(-c3ccc(Cl)cc3Cl)o2)cc1
 : 3	1	-6	6	-0.2	4	7	-7	10
- CCCn1c(CCc2ccccc2)nnc1SCC(=O)N1CCCC1
 : -28	-5	1	-5	-1.6	5	-2	-11	·
- COc1cccc(NC(=O)CNS(=O)(=O)c2ccc3nc(C)sc3c2)c1
 : 2	0	-7	8	1.1	-1	-1	-2	10
- COc1ccccc1C(=O)Nc1nnn(C)n1
 : -1	·	-16	2	-1.1	6	6	-10	·

# Further compounds.
# Results follow in this order: C1s inh	Hsp90 block	Cdc25B inh	CatG inh	HTR1A agonist	FXIa inh mix	MKP-1 inh	FXIIa mix inh	CatL inh
- CC12CCC(C(=O)NC3CCCC3)(CC1=O)C2(C)C (configuration not stated)
 : 2	-2	0	1	-1.1	12	-7	1	0
- COC(=O)c1cc2c(s1)-c1ccccc1OC2
 : -80	-1	-10	-6	-4.0	-24	-9	-37	-105
- COc1ccc(OC)c(-c2csc3nnc(SCC(=O)Nc4ccc(NC(C)=O)cc4)n23)c1
 : 1	2	-7	-4	0.3	5	1	8	3
- Cc1cc(C)n(-c2ccc(C(=O)Nc3ccc4c(c3)OCCO4)cc2)n1
 : -116	1	1	-14	-0.6	-13	-1	3	2
- CCc1cc2c(N3CCCCC3)ncnc2s1
 : 10	-3	-6	9	-1.5	5	21	0	-1
- O=C(c1ccco1)N1CCN(Cc2cccc(F)c2)CC1
 : 6	-5	2	0	0.6	-2	-12	10	18
- CCOC(=O)CSc1nnc(-c2ccc(OC)cc2)n1CC
 : 0	-2	-2	11	-0.9	-3	-34	-19	-3
- Cc1ccc(-c2ccc(=O)n(CC(=O)NCCN3C(C)CCCC3C)n2)cc1 (configuration not stated)
 : -41	-3	-17	-10	-4.8	-1	3	-13	-3
- COc1ccc(CCNC(=O)c2oc3ccc(S(=O)(=O)N4CCOCC4)cc3c2C)cc1OC
 : -15	·	·	10	3.4	-5	·	-7	-2
- O=C(CSC1=NCCS1)N1CCCC1
 : 9	-1	-6	10	-2.6	6	22	-19	7

# The last 4 compounds of the part before lead into the next:
# Results follow in this order: C1s inh	Hsp90 block	Cdc25B inh	CatG inh	HTR1A agonist	FXIa inh mix	MKP-1 inh	FXIIa mix inh	CatL inh
- CCOC(=O)CSc1nnc(-c2ccc(OC)cc2)n1CC
 : 0	-2	-2	11	-0.9	-3	-34	-19	-3
- Cc1ccc(-c2ccc(=O)n(CC(=O)NCCN3C(C)CCCC3C)n2)cc1 (configuration not stated)
 : -41	-3	-17	-10	-4.8	-1	3	-13	-3
- COc1ccc(CCNC(=O)c2oc3ccc(S(=O)(=O)N4CCOCC4)cc3c2C)cc1OC
 : -15	·	·	10	3.4	-5	·	-7	-2
- O=C(CSC1=NCCS1)N1CCCC1
 : 9	-1	-6	10	-2.6	6	22	-19	7
- Cc1ccccc1-n1nc(-c2ccc(N)cc2)cc1N
 : 4	5	-1	13	-1.3	2	2	4	12
- COc1ccccc1CNC(=O)CCCNS(=O)(=O)c1cccc2nsnc12
 : 10	-4	-14	8	-1.5	8	-3	15	7
- CC(=O)OC12CC3CC(C1)C(=NO)C(C3)C2
 : ·	-2	6	·	0.7	·	-18	·	22
- c1ccc(CCNc2ncnc3c2nnn3Cc2ccccc2)cc1
 : 2	-3	2	5	1.6	8	18	2	-10
- CN(CC(=O)O)S(=O)(=O)c1cccs1
 : 11	-3	-5	8	-2.3	4	-7	-18	-5
- CCc1ccccc1OCCCCN1CCCC1
 : -20	5	-20	-3	-1.0	-12	1	-22	11
- C=CCn1c(-c2c[nH]c3ccccc23)n[nH]c1=S
 : 0	-2	2	2	1.5	5	18	2	-8
- O=C(CCCOc1ccccc1)N1CCc2ccccc2C1
 : -28	-6	-6	41	-3.7	30	10	4	22
- OC1(c2cccc(C(F)(F)F)c2)CCN(c2ncnc3c2[nH]c2ccccc23)CC1
 : ·	-4	20	·	2.9	·	0	·	1
- CCOC(=O)N1CCN(C(=O)c2ccc(N3CCCC3=O)cc2)CC1
 : -2	0	13	3	-0.8	6	3	-2	0

# 3 compounds drawn at random from the list so far, as already listed:
# Results follow in this order: C1s inh	Hsp90 block	Cdc25B inh	CatG inh	HTR1A agonist	FXIa inh mix	MKP-1 inh	FXIIa mix inh	CatL inh
- CCOC(=O)N1CCN(C(=O)c2ccc(N3CCCC3=O)cc2)CC1
 : -2	0	13	3	-0.8	6	3	-2	0
- CC(=O)OC12CC3CC(C1)C(=NO)C(C3)C2
 : ·	-2	6	·	0.7	·	-18	·	22
- O=C(CCCOc1ccccc1)N1CCc2ccccc2C1
 : -28	-6	-6	41	-3.7	30	10	4	22

# Bioassay records as filed in PubChem BioAssay.
